Compound activity deposited in PubChem by National Center for Advancing Translational Sciences (NCATS).
FUS suppressor – qHTS for Suppressors of FUS Proteinopathy: Primary screen using FUS-linked yeast assay; Potency, µM (highest dose often 76.6 µM), for inactives: top-dose growth rescue (activation), actives largely listed as activators; 0.24% of 390,000 active; AID 1347120, 2019; S. cerevisiae FUS-expressing, growth rescue, OD600, 24 h;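 also: potency is read from the fitted curve at half-maximal effect; plate controls were DMSO vehicle for no effect and reference control for full effect; nearly all actives have a fitted effect of over 55% in size; some results filed as inactive show a strong effect at the top dose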
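Yeast FUS proteinopathy model; galactose-induced FUS (2%), starting OD 0.005. Cpds in dilution series, 24hr, 30C, 99% humidity. Abs 600 nm growth. Pos ctrl CP55940 (top 92uM final); neg ctrl DMSO.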
Abeta yeast res – qHTS for compounds that reverse cellular toxicity of Amyloid beta (A-beta) peptide in yeast: Primary Screen; yeast expressing A-beta42, growth rescue, OD600, 48 h; response scale: 0% DMSO, 100% iron-clioquinol control; Potency, µM (series often up to 46.1 µM), for inactives: at the highest dose growth rescue, actives largely listed as activators; 0.063% of 410,000 active; also: potency is read from the fitted curve at half-maximal effect; nearly all actives have a fitted effect of over 55% in size
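Yeast A-beta toxicity model in growth medium with pinned compounds, 48 h at 30 C; growth read as absorbance at 600 nm. Normalized to FeCl3/clioquinol equimolar mix (positive) and DMSO (negative).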
GLP1R cytotox – qHTS of GLP-1 Receptor Inverse Agonists: Cytotox Screen; HEK293 cAMP-luciferase reporter cells, luminescence, 24 h; Potency, µM (titrated, usually from 38.3 µM), inactives show at the top dose activity change, negative = inhibition, hits mostly inhibitors; 0.13% of 410,000 active; AID 624418, 2012;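 also: loss of luciferase light is scored as toxicity; potency is read from the fitted curve at half-maximal effect; % is scaled to controls: 0 for no effect and ±100 for the full control effect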
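Step one: seed cells (200 cells/uL, DMEM with 10% Nu serum, 1% pen-strep). Step two: 12-hour incubation at 37 deg C. Step three: pin 23 nL compound, incubate 24 hr. Step four: add luciferase reagent, read luminescence 12 min later.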
MmCpn inh – Inhibitors of TCP-1 ring complex (TRiC) of Methanococcus maripaludis (MmCpn): qHTS; Chaperonin Mm-Cpn (Methanococcus maripaludis); purified Mm-Cpn ATPase, ADP Transcreener TR-FRET; Potency, µM (doses to about 76.9 µM), for the others: top-dose activity, negative = inhibition, usual class: inhibitors; 0.031% of 330,000 active; also: potency is read from the fitted curve at half-maximal effect; % is scaled to controls: 0 for no effect and ±100 for the full control effect; nearly all actives have a fitted effect of over 80% in size
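Purified archaeal Mm-CPN (25nM final) preincubated 10 min at 37degC with compound, then 10uM ATP for 30 min at 37degC; ADP measured by HTRF Transcreener TR-FRET; buffer 30 mM TRIS pH 7.4, 100mM KCl, 5mM MgCl2, 1mM DTT.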
PTHR1 ag – qHTS for PTHR1 Agonists: Primary Screen. Parathyroid hormone/parathyroid hormone-related peptide receptor (Homo sapiens), Q03431. HEK293 GP2 PTHR1 cells, GloSensor cAMP luminescence, 1 h. Potency, µM (doses to about 115 µM), without a hit: at the top dose activation, most hits filed as activators. 0.075% of 410,000 active; also: potency is read from the fitted curve at half-maximal effect; nearly all actives have a fitted effect of over 55% in size; some results filed as inactive show a strong effect at the top dose; inactives centre near -15; many of its hits are not listed in these tables
Target sequence (Q03431 whole entry, looked up): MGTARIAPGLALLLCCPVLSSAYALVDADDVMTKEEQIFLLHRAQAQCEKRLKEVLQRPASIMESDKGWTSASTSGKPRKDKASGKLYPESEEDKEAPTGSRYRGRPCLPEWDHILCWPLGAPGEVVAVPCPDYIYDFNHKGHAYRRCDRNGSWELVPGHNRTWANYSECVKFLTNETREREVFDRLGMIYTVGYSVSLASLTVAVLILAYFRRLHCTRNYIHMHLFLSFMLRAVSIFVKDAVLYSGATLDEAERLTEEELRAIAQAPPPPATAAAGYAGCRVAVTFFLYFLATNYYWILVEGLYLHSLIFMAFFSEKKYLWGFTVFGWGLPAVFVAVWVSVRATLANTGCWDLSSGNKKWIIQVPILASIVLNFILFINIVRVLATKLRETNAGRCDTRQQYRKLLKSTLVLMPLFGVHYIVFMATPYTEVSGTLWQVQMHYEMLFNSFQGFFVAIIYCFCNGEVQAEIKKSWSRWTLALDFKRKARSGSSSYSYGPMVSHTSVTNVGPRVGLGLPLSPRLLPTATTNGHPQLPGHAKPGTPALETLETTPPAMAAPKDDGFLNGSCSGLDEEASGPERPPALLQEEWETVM
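HEK-293-derived GP2 cells expressing PTHR1 and a GloSensor cAMP reporter, 3,000/well, plated overnight, given luciferin plus IBMX (each 0.5 mM as added) for 1 h at 37 °C, then compound for 1 h at 37 °C. Luminescence was read after 15 min at room temperature.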
aSyn rescue – qHTS of alpha-syn Inhibitors; Yeast expressing alpha-synuclein, growth rescue, BacTiter-Glo, 24 h; Potency, µM (highest dose often 46.1 µM), inactives show at the top dose growth rescue (activation), hits mostly activators; 0.14% of 370,000 active; also: potency is read from the fitted curve at half-maximal effect; % of control where 0% means no effect; nearly all actives have a fitted effect of over 65% in size
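Galactose-induced alpha-syn yeast (OD600=0.02, raffinose-pregrown) + pinned cpd, 24 hr, 30 deg C; growth by BacTiter-Glo luminescence. Growth restoration scores as activation.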
GLP1R inv ag – qHTS of GLP-1 Receptor Inverse Agonists (Inhibition Mode). AID 624417, 2012. HEK293 GLP-1R CRE-luciferase, luminescence, 24 h; GLP-1R form is constitutively active. Potency, µM (top dose mostly 38.3 µM), for inactives: top-dose activity change, negative = inhibition, most hits filed as inhibitors. 1.6% of 410,000 active. Glucagon-like peptide 1 receptor (Homo sapiens), P43220; also: potency is read from the fitted curve at half-maximal effect; % is scaled to controls: 0 for no effect and ±100 for the full control effect; nearly all actives have a fitted effect of over 55% in size
Target sequence (P43220 whole entry, looked up): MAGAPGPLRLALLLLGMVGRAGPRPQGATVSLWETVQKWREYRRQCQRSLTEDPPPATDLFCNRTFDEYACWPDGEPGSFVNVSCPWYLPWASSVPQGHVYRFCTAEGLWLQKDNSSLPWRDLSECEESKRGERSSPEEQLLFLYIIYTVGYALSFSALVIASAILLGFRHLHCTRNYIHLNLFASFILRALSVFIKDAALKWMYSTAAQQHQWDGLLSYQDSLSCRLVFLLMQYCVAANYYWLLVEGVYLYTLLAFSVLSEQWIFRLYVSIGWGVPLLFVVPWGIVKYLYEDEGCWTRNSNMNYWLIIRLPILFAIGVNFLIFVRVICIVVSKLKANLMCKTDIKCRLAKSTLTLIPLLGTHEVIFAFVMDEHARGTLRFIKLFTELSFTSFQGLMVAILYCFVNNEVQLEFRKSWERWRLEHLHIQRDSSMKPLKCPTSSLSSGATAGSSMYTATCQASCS
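Stable HEK293 clone (constitutively active GLP-1R + cAMP-response luciferase); 200 cells/uL plated, 12 h pre-culture, compound 24 hr, 37 deg C/5% CO2; detection reagent 12 min RT; luminescence.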
Akt phos inh – HTS Assay for Inhibitors of Akt Phophorylation: Primary Screen | Neuro2A IGF-stimulated pAkt S473 HTRF, 20 min; stronger effect = lower value | activity change, % for hits at 50 µM | 0.32% of 360,000 active | AID 651550, 2012; in the data active = activity change below about -80%; inconclusive = mostly about -51% to -80%; also: % is scaled to controls: 0 for no effect and ±100 for the full control effect
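Single-point screen (50 µM final compound) in Neuro2A cells stimulated 20 min with 6 nM IGF at 37 deg C. After lysis, Ser473-phosphorylated Akt read by HTRF (ex 330 nm, em 615/665 nm) as the 665/615 ratio.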
TDP43 rescue – qHTS of TDP-43 Inhibitors; TDP-43 expressing yeast growth rescue, BacTiter-Glo, 24 h; Potency, µM (series often up to 46.1 µM), without a hit: at the highest dose growth rescue (activation), hits mostly activators; 1.8% of 410,000 active; AID 652104, 2013; also: potency is read from the fitted curve at half-maximal effect; % of control where 0% means no effect; nearly all actives have a fitted effect of over 50% in size
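Growth rescue of TDP-43-toxic yeast measured as ATP luminescence (BacTiter-Glo). Cells grown to mid-log in raffinose, induced in galactose at OD600=0.02, exposed to compound 24 hr at 30 deg C.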
Numbers without * were called inactive; i = inactive; ? = inconclusive; nt = no result given; [ ] = dose if it differs, or a comment. Unless noted, calls follow the shape of the dose curve; as a rule, active = well fitted curve in the direction sought with a large enough effect; inconclusive = small, poorly fitted or top-dose-only effect, or another doubt; inactive = no such curve, though single readings can be large; an effect the other way counts as inactive or inconclusive. Not all compounds are listed; rates above refer to the full screens.

SMILES	FUS suppressor	MmCpn inh	Abeta yeast res	GLP1R inv ag	aSyn rescue	Akt phos inh	PTHR1 ag	TDP43 rescue	GLP1R cytotox
Cc1ccc(F)c([C@H]2C3C=CCC(c4ccccc4)C3C(=O)N2Cc2ccccc2)c1 (stereo partly specified)	28%	1%	6%	?	-13%	i	-10%	-15%	2%
CCOc1ccc(C2c3c(oc4ccccc4c3=O)C(=O)N2c2ccc(C)cn2)cc1OC (stereo unspecified)	-1%	1%	-10%	-2%	0%	i	i	9%	7%
Cc1ccc(NC(=O)c2sc(N)nc2-c2ccccc2)cc1C	4%	-10%	-1%	-28%	2%	i	i	-3%	2%
O=C(COC(=O)c1cc[n+]([O-])cc1)Nc1ccc([N+](=O)[O-])cc1C(F)(F)F	2%	0%	3%	3%	-9%	i	i	10%	-3%
COc1cc(CCc2ccccc2)c(C(=O)O)c(O)c1C/C=C(/C)CCC=C(C)C	15%	6%	-1%	?	-36%[inhibitor]	i	-27%	5%	?
Cc1cc(/C=C2/C(=N)N3C(c4ccccc4)=CSC3=NC2=O)c(C)n1-c1ccc(Cl)cc1	-15%	nt	-4%	9%	2%	i	i	1%	-2%
FC(F)Oc1ccc(NC(=S)NCC2COc3ccccc3O2)cc1 (stereo unspecified)	11%	0%	-6%	?	-1%	i	-12%	17%	-4%
CCOc1ccc2nc(SCCNS(=O)(=O)c3ccccc3)sc2c1	19%	-1%	-21%	?	-1%	i	-32%	25%	-3%
COC(=O)C[C@H]1C=C[C@@H](NC(=O)C2CC2)[C@@H](CO)O1	-11%	nt	9%	21%	-1%	i	-23%	17%	1%
O=C(NCc1nnc(SCC(=O)N2CCCC2)o1)c1ccccc1F	6%	1%	2%	6%	-1%	i	-1%[57.5 µM]	-11%	-21%
COc1ccccc1NC(=O)C1(C)Cc2ccccc2C(=O)O1 (stereo unspecified)	-7%	-1%	-2%	-1%	10%	i	-37%[inhibitor]	-8%	-1%
Cc1cc(C(=O)NCc2cccs2)n(-c2ccccc2)n1	-6%	1%	-2%	-3%	-17%	i	-18%	0%	2%
CC(=O)N1CCc2cc(S(=O)(=O)NC3CCCCC3)ccc21	8%	-2%	5%	16%	1%	i	-2%	-4%	2%
O=C(NC1(C(=O)NC2CCCCC2)CCCCC1)c1ccc2c(c1)OCO2	-3%	0%	-2%	7%	-6%	i	i	6%	-15%
COc1ccc(-c2ccc([C@H]3[C@@H]4C=CCC[C@@]4(C)C(=O)N3Cc3ccccc3)c(F)c2)cc1OC	?	-4%	12%	?	17%	i	-25%	4%	7%
CCOc1cc(S(=O)(=O)N(CC)CC)ccc1Br	-3%	0%	4%	?	11%	i	i	?	62%[activator]
COCc1c(C(=O)N/N=C(/C)c2cccs2)nnn1-c1nonc1N	-14%	?	6%	8%	1%	i	i	8%	0%
CCCCN1C(=O)C(=O)N(CC(=O)Nc2sc(C)c(C)c2C(=O)OC)C1=O	24%	1%	13%	-11%	13%	i	i	19%	0%
O=C(Cc1cccc2ccccc12)NC(=S)Nc1cccc(C(=O)O)c1	-2%	0%	-10%	9%	-2%	i	i	-4%	-2%
CC(C)CC(OC(=O)c1ccco1)C(=O)NCC1CCCO1 (stereo unspecified)	5%	0%	10%	-8%	-9%	i	i	1%	-8%
Fc1ccc2nc(Nc3nc4c(F)cc(F)cc4s3)sc2c1	nt	-9%	0%	-21%	-4%	i	-12%	15%	-28%
COc1cccc(CC2(CO)CCN(Cc3cccn3-c3cccnc3)CC2)c1	34%	1%	-9%	-25%	-3%	i	-1%	-5%	8%
CCOc1cccc(C(=O)Nc2ccc(NC(=O)c3cc4ccccc4o3)c(OC)c2)c1	-13%	-1%	13%	-25%	2%	i	-32%	13%	4%
CC(C)Oc1cccc(-c2nnc(SCC(=O)Nc3ccc4c(c3)OCCO4)n2N)c1	12%	-1%	6%	0%	5%	i	i	14%	-2%
CCOc1ccc(CC(=O)Nc2c(C(=O)Nc3ccc(OC)cc3OC)oc3ccccc23)cc1	-7%	nt	-5%	8%	nt	nt	-1%	9%	1%
COc1ccc(NC(=O)c2cc3c(=O)n(Cc4cccs4)ccc3nc2C)c(OC)c1	11%	nt	-14%	-21%	nt	nt	-18%	-4%	-7%
COc1ccc(C2C(C(=O)c3ccccc3)=C(C)Nc3nc4ccccc4n32)c(OC)c1 (stereo unspecified)	-6%	1%	-3%	-9%	4%	i	-41%[inhibitor]	16%	-3%
CC(C)[C@H](NC(=O)N1CCn2c1nc1ccccc12)C(=O)N[C@H](C(=O)O)c1ccccc1	-12%	0%	-11%	0%	7%	i	i	11%	-1%
O=C(COc1ccccc1)N(Cc1ccccc1)c1nc(-c2ccccc2)cs1	11%	-5%	15%	-2%	-5%	i	i	14%	0%
Cc1ccc(CNC(=O)CC[C@H]2O[C@@H](n3cc(C)c(=O)[nH]c3=O)C[C@@H]2O)o1	-17%	nt	-4%	5%	-13%	i	-18%	0%	-5%
COc1ccc(NC(=O)CCc2ccccc2)cc1S(=O)(=O)N1CCCCC1	nt	0%	-3%	-18%	9%	i	-21%	5%	-2%
O=C(CSc1nnc(NC(=O)c2cccc(Cl)c2)s1)NCC1CCCO1 (stereo unspecified)	nt	2%	-4%	1%	3%	i	-12%	-1%	4%
COC(=O)[C@]12CCCCC=C1N(Cc1ccc3c(c1)OCO3)C(=O)[C@H](CC(=O)NCC13CC4CC(CC(C4)C1)C3)C2	?	nt	1%	?	11%	i	-20%	10%	-13%
COc1ccc(C(=O)Nc2ccc3[nH]ncc3c2)cc1OC	15%	1%	1%	36%[activator]	-4%	i	6%	-1%	5%
O=C(CSc1nc(=O)n2ccccc2n1)N1CCCc2ccccc21	-5%	1%	8%	21%	-2%	i	i	33%	7%
CC1CCCCN1C(=O)CN1CCC(c2nc3ccc(Cl)cc3[nH]2)CC1 (stereo unspecified)	-9%	2%	-1%	?	4%	i	i	8%	2%
COc1ccc2sc(-c3ccc(N(C)C)cc3)c(C#CCO)c2c1	?	-14%	7%	30%	-17%	i	-22%	?	99%[activator]
CC1=C(CCN2CCN(C3CCCC3)C(CCO)C2)C(C)(C)CCC1 (stereo unspecified)	-9%	-2%	-16%	?	6%	i	i	-14%[0.397 µM]	?
CCCn1c(-c2ccc(F)cc2)n[nH]c1=S	6%	?	?	-9%	0%	i	-5%[57.5 µM]	?	4%
COc1ccc(OC)c(CNc2ccc([N+](=O)[O-])cc2C)c1	13%	0%	3%	?	-1%	i	-18%	?	-8%
C=C1CCN([C@@H](Cc2ccccc2)C(=O)NCc2ccc(Cl)c(Cl)c2)S(=O)(=O)c2ccccc21	?	nt	0%	11µM*	18%	i	1%	-6%	8%
COc1ccccc1-n1nnnc1SCC(=O)N1CCCC1=O	9%	1%	2%	6%	5%	i	-24%	0%	-1%
Cc1ccc(Oc2c(C(F)(F)F)oc3cc(OCC(=O)NC4CCCCC4)ccc3c2=O)cc1	-11%	nt	-5%	5%	nt	nt	i	22%	-8%
O=C(CCN1C(=O)/C(=C/c2ccccc2F)SC1=S)NCCCN1CCOCC1	4%	0%	-4%	-11%	4%	i	i	-2%	?
COc1cccc(NC(=O)C(Sc2nnc(-c3ccncc3)n2-c2ccc(Cl)cc2)c2ccccc2)c1 (stereo unspecified)	40%	1%	13%	?	5%	i	-25%	20%	-22%
COC(=O)c1sccc1NC(=O)Nc1cc(C)ccc1C	-16%	-3%	8%	1%	5%	i	-5%	-14%[0.397 µM]	-13%
Cc1cccc(CC2(O)C(=O)Nc3ccccc32)n1 (stereo unspecified)	nt	nt	0%	15%	-1%	i	-9%	19%	2%
Cn1c(N)c(C(=O)CN2CCc3ccccc3C2)c(=O)n(C)c1=O	12%	1%	-5%	?	3%	i	-13%	3%	-9%
C[C@H]1CN([C@@H](C)CO)S(=O)(=O)c2ccc(C#Cc3ccccn3)cc2O[C@H]1CN(C)Cc1ccc(F)cc1	-11%	nt	7%	46%[activator]	-3%	i	-30%	24%	0%
c1ccc(NC2=NCCN2CC2CCCCC2)cc1	-8%	2%	-6%	-16%	1%	i	-20%	19%	3%
CC(NC(=O)c1ccc(OC2CCN(C(=O)c3cccnc3)CC2)cc1)C1CC1 (stereo unspecified)	3%	1%	5%	3%	2%	i	i	-3%	-1%
CSCC[C@H](NC(=O)OCc1ccccc1)C(=O)O	23%	-1%	-3%	0%	0%	i	-4%[57.5 µM]	-11%	-10%
